CSM14.1 death rescue = rescue of cells from ER stress-induced death, primary screen, 384-well, CSM14.1, thapsigargin, ATP luminescence (AID 1222); CSM14.1 thapsigargin-induced death rescue, ATP luminescence; higher % means a stronger effect; one-dose cellular ATP content (survival), % at 20 µM; EC50 in µM for titrated hits; 190,000 tested, under 10 active;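 active = EC50 below 50 µM in the dose-response confirmation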;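 also: death triggered by thapsigargin at about 15 µM added after 2 h compound pretreatment; cell ATP read after overnight thapsigargin exposure of roughly 18 to 22 hours; normalized against plate controls of thapsigargin alone and 5% DMSO vehicle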
PhoP inhibition = inhibitors of PhoP regulon expression, primary screen, Salmonella Typhimurium, GFP reporter (AID 1863); S. Typhimurium PhoP-regulated promoter GFP reporter, 4 h; higher % means a stronger effect; inhibition, % at 50 µM; hits with a dose series show IC50 in µM; 300,000 compounds, 0.16% hits;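 active = inhibition over 29.93%, a cutoff 3 SD above the screen mean, later confirmed by dose response; inconclusive = inhibition over 29.93% but no dose response follow-up; inactive = inhibition at most 29.93% or unconfirmed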;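 also: 0% = low Mg2+ inducing control and 100% = high Mg2+ repressing control; strong numbers were not always called active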
West Nile virus CPE = West Nile virus antiviral activity, cell-based, CPE readout (AID 1621); CPE inhibition, % at 10 µM; hits with a dose series show IC50 in µM; West Nile virus-infected cells, CPE inhibition; higher % means a stronger effect; 290,000 compounds, 0.02% hits; in the data active = a potency from the dose series; inconclusive = CPE inhibition mostly from about 3.7% at the one dose, without a potency; inactive = the rest, 99 in 100 with CPE inhibition below about 2.2%; also: strong numbers were not always called active
human PMI inhibitors = human PMI inhibitors, high substrate, primary screen, biochemical, fluorescence intensity, high mannose 6-phosphate (AID 1220) | 190,000 compounds, 0.66% hits | Mannose-6-phosphate isomerase (Homo sapiens) | recombinant PMI enzyme, coupled fluorescence intensity; higher % means a stronger effect | one-dose inhibition, % at 20 µM; IC50 in µM for titrated hits; in the data active = inhibition above about 50%
M1AAP inhibition = P. falciparum M1AAP inhibitors, biochemical, fluorogenic H-Leu-NHMec substrate, 1536-well (AID 1445). recombinant M1AAP, H-Leu-NHMec fluorogenic kinetic assay; higher % means a stronger effect. inhibition, % at 30 µM, or IC50 in µM where a hit was titrated. 220,000 compounds, 0.42% hits;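 active = primary inhibition above the hit cutoff, then over 50% inhibition at one or more dose response concentrations, cut at about 23% in these data, passing the limit was not always enough; inconclusive = conflicting primary data, or primary hits not chosen for dose response; inactive = low primary inhibition, or under 50% at every dose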;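 also: plate controls were DMSO full reaction for no effect and no enzyme background for full effect; strong numbers were not always called active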
XIAP antagonists = XIAP antagonists, biochemical, IAP family, fluorescence polarization (AID 1018); displacement, % at 20 µM, or IC50 in µM where a hit was titrated; XIAP BIR domain, fluorescence polarization peptide displacement; higher % means a stronger effect; 200,000 compounds, 0.007% hits; in the data active = displacement above about 50%; also: a part of the inactive calls stands beside numbers as strong as those of hits
SIAH1 antagonists = Siah-1 peptide-binding antagonists, primary screen, biochemical, fluorescence polarization, rhodamine-plectin, uHTS (AID 1817). E3 ubiquitin-protein ligase SIAH1 (Homo sapiens). Siah-1 / rhodamine-plectin peptide fluorescence polarization; higher % means a stronger effect. displacement, % at 20 µM, or IC50 in µM where a hit was titrated. 290,000 compounds, 0.02% hits;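 active = displacement of at least 50% at 20 µM, with a fluorescence ratio check between 0.3 and a set limit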;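 also: plate controls were Siah plus tracer with DMSO for no effect and tracer alone without Siah for full effect; strong numbers were not always called active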
P. falciparum M17LAP = P. falciparum M17LAP inhibitors, primary screen, biochemical, fluorogenic H-Leu-NHMec substrate, 1536-well (AID 1619); 220,000 compounds, 0.38% hits; one-dose inhibition, % at 30 µM; IC50 in µM for titrated hits; recombinant M17LAP, H-Leu-NHMec fluorogenic kinetic assay; higher % means a stronger effect;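 active = compound inhibiting the enzyme by more than half at any dose during confirmatory dose-response retesting; inconclusive = strong single-dose inhibitors picked by rank but not retested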;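 also: plate controls were full reaction with DMSO carrier for no effect and no enzyme background for full effect; strong numbers were not always called active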
Yfh1-off respiration = enhancers of respiration in Yfh1-depleted yeast, dose response, Friedreich's ataxia, plus single-dose screen (AID 1465); S. cerevisiae Yfh1-off respiration, WST-1 reduction, 72 h; higher fold induction means a stronger effect; fold induction at 50 µM, or EC50 in µM where a hit was titrated; 220,000 compounds, 0.074% hits;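 active = fold induction of absorbance versus untreated yeast above a set limit, then at least 30% activation at any dose in follow-up; inconclusive = repeats straddling the limit, or above it without dose testing; inactive = fold induction below the set limit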;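 also: activators that raise dye reduction in frataxin-depleted yeast; strong numbers were not always called active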
Numbers without * were called inactive; i = inactive; ? = inconclusive; . = no result given.

SMILES | CSM14.1 death rescue | PhoP inhibition | West Nile virus CPE | human PMI inhibitors | M1AAP inhibition | XIAP antagonists | SIAH1 antagonists | P. falciparum M17LAP | Yfh1-off respiration
CC(=O)N1N=C(c2cccc([N+](=O)[O-])c2)OC1c1ccccc1Cl (stereo unspecified) | -0.3% | -3.1% | -0.2% | 1.3% | 5.9% | -2.4% | 5.1% | 3.5% | i
CCn1c(C)nc2cc(C(=O)NNS(=O)(=O)c3ccc(C)c(C)c3)ccc21 | -1.5% | -5.9% | -0.1% | -3.1% | 1.9% | -12.0% | 2.3% | 0.0% | i
CSc1cccc(NC(=O)C2CCN(C(=O)c3ccccc3C)CC2)c1 | 0.2% | -1.1% | -0.7% | 2.3% | 1.9% | 10.2% | 8.3% | 3.8% | i
CCN(CC)c1ccc(N=Cc2ccccc2[N+](=O)[O-])cc1 | -0.9% | 5.3% | -1.8% | 64.4%* | 8.6% | -9.5% | -6.0% | 1.3% | i
Cc1csc(NC(=O)C2CCN(C(=O)CSc3nnc(C)n3Cc3ccccc3)CC2)n1 | -0.7% | 21.1% | 0.5% | 2.0% | -3.4% | -4.3% | -2.3% | -4.4% | i
CC(C)Oc1ccc(OCCCN2CCCCCC2)cc1 | -1.8% | 5.3% | 0.4% | -11.3% | 1.7% | -6.3% | 0.4% | 16.5% | i
Cc1noc(C)c1C(=O)N1CCN(c2ccc(OCc3ccccc3)cc2)CC1 | . | 1.8% | 0.1% | . | 3.2% | . | -1.6% | 2.7% | i
COc1ccc(-c2ccc(C#N)c(SCC(=O)NCCc3ccccc3)n2)cc1OC | -3.4% | 33.5% | -0.8% | 3.4% | -14.3% | -5.2% | -3.8% | -8.5% | i
COc1ccc(-c2nn(C)c(=O)c3ccccc23)cc1CNS(C)(=O)=O | 0.4% | 7.1% | 0.6% | 6.8% | 4.3% | -4.3% | -0.2% | -0.4% | i
O=C(CSc1nnc(CNc2ccc(F)cc2)n1Cc1ccccc1)NCc1ccccc1 | -1.5% | 1.7% | -0.3% | -1.8% | 7.0% | -4.2% | 23.3% | 8.4% | i
CN1C(=O)Cc2cc(S(=O)(=O)N3CCOCC3)ccc21 | 0.2% | 5.1% | -0.2% | 8.1% | 2.8% | -2.4% | -0.3% | 2.0% | i
COc1ccc(-c2cc(=O)oc3c(C)c(OCc4nn[nH]n4)ccc23)cc1 | 2.3% | -17.6% | 0.1% | -8.9% | 6.5% | -7.9% | 3.5% | ? | i
CC(=O)Oc1ccccc1C1OCCN1C(C)=O (stereo unspecified) | -2.5% | 2.0% | 0.5% | 8.2% | 4.7% | -1.0% | 2.6% | 6.2% | i
O=C(CCN1C(=O)/C(=C\c2ccccc2)SC1=S)NNC(=O)c1cccnc1 | -0.3% | -5.8% | -0.6% | 11.7% | 8.1% | -11.2% | 5.7% | 9.0% | i
CCCO/N=C1/C(=O)N(c2ccccc2)c2ccccc21 | -0.6% | 4.1% | -0.1% | 10.0% | 6.6% | -9.6% | 0.3% | -0.8% | i
CCOC(=O)/C(=C\c1cccc(O)c1)c1nc2sc(C)c(C)c2c(=O)[nH]1 | -0.6% | -8.0% | 1.1% | 17.6% | 15.7% | -5.6% | -2.8% | 8.6% | i
COc1cccc(NC(=S)NCc2ccccn2)c1 | -5.4% | 8.5% | -0.7% | 25.5% | 1.8% | -3.8% | -1.8% | 7.1% | i
Cn1c(OCc2cccnc2)nc2c1c(=O)n(Cc1ccc(F)cc1)c(=O)n2C | . | -9.7% | 0.3% | . | -1.8% | . | -4.2% | -1.6% | i
Cc1cc(C)cc(NC(=S)/C(=C(\[O-])c2ccc(Cl)cc2Cl)[n+]2ccc(C(C)(C)C)cc2)c1 | . | -5.6% | -0.1% | . | 2.3% | . | -1.1% | -6.5% | i
CC(C)(C)OC(=O)NCCc1nnc(SCC(=O)Nc2ccc(Br)cc2)o1 | . | -3.5% | 0.1% | . | -3.9% | . | 0.9% | 3.8% | i
COc1ccccc1-n1c(-c2ccc(Cl)cc2)c[nH]c1=S | 0.9% | 4.4% | -0.6% | 4.2% | 15.3% | -1.6% | 5.3% | -9.4% | i
CCN(CC)CCCNC(=O)C1c2cc(OC)c(OC)cc2C(=O)N(C)C1c1cccnc1 (stereo unspecified) | -0.2% | -1.7% | 0.3% | -8.0% | 4.5% | -4.1% | -5.4% | 14.4% | i
Cc1ccc(CN2CCN(Cc3ccccn3)CC2CCO)cc1 (stereo unspecified) | 2.6% | 10.9% | -0.2% | 6.7% | 1.5% | 0.2% | -1.5% | 8.5% | i
COc1ccc(Cl)cc1N(C(C)C(=O)NC1CCCC1)S(C)(=O)=O (stereo unspecified) | 0.1% | 4.2% | -0.3% | 10.6% | 8.3% | -4.6% | -4.6% | 6.3% | i
CCOCCCNC(=O)CCNS(=O)(=O)c1ccc(C)cc1 | . | -0.4% | 0.0% | 3.5% | -2.6% | 3.3% | 9.4% | 4.3% | i
O=C(N/N=C/c1c(F)c(F)c(F)c(F)c1F)c1cccc(S(=O)(=O)N2CCOCC2)c1 | -2.1% | 3.3% | -0.8% | -7.7% | 0.7% | -1.5% | 2.9% | -1.3% | i
O=C(O)Cn1c2ccccc2c2ccccc21 | 0.0% | -7.4% | 0.8% | -2.4% | -1.7% | -2.2% | 8.7% | -6.1% | i
CCCOC(=O)C(=O)NNc1ccccc1 | -2.8% | -1.4% | 0.3% | -187.5% | -2.3% | -9.0% | 0.5% | 2.5% | i
COc1ccc(CN2C(=O)Cc3c2nc(N)c2c(N)nc(N4CCCCC4)c(C#N)c32)cc1 | 0.3% | 31.7% | -0.6% | 37.8% | 5.7% | -1.1% | 7.3% | 8.6% | i
Cc1nn(C(=O)c2ccccc2)c2c1C(=O)CC(C)(C)C2 | . | -9.8% | 0.4% | 0.0% | -3.3% | -3.4% | 1.4% | 0.6% | i

A second format for 2 compounds above:
mol,CSM14.1 death rescue,PhoP inhibition,West Nile virus CPE,human PMI inhibitors,M1AAP inhibition,XIAP antagonists,SIAH1 antagonists,P. falciparum M17LAP,Yfh1-off respiration
Cc1ccc(CN2CCN(Cc3ccccn3)CC2CCO)cc1 (stereo unspecified),2.6%,10.9%,-0.2%,6.7%,1.5%,0.2%,-1.5%,8.5%,i
COc1ccc(Cl)cc1N(C(C)C(=O)NC1CCCC1)S(C)(=O)=O (stereo unspecified),0.1%,4.2%,-0.3%,10.6%,8.3%,-4.6%,-4.6%,6.3%,i

Back to the main list; the 3 compounds before the break are reprinted first.
SMILES | CSM14.1 death rescue | PhoP inhibition | West Nile virus CPE | human PMI inhibitors | M1AAP inhibition | XIAP antagonists | SIAH1 antagonists | P. falciparum M17LAP | Yfh1-off respiration
CCCOC(=O)C(=O)NNc1ccccc1 | -2.8% | -1.4% | 0.3% | -187.5% | -2.3% | -9.0% | 0.5% | 2.5% | i
COc1ccc(CN2C(=O)Cc3c2nc(N)c2c(N)nc(N4CCCCC4)c(C#N)c32)cc1 | 0.3% | 31.7% | -0.6% | 37.8% | 5.7% | -1.1% | 7.3% | 8.6% | i
Cc1nn(C(=O)c2ccccc2)c2c1C(=O)CC(C)(C)C2 | . | -9.8% | 0.4% | 0.0% | -3.3% | -3.4% | 1.4% | 0.6% | i
CC(=O)Nc1cc(C(=O)N2CCc3ccccc3C2)ccc1Sc1ccc(C)cc1 | -1.2% | 11.9% | -1.9% | -3.9% | 3.2% | -2.7% | -1.3% | 10.8% | i
COC(=O)c1ccc(CNC(=O)CNc2cc(C(F)(F)F)ccc2N2CCOCC2)cc1 | 1.1% | 6.4% | 0.0% | 14.5% | 3.8% | -7.0% | -2.8% | 4.2% | i
CC(C)N(Cc1nccn1C)C(=O)CCc1nnc(CCCc2ccccc2)o1 | -1.5% | 0.0% | -0.3% | 1.1% | -15.0% | -11.2% | -3.0% | -12.8% | i
CCOC(=O)c1oc2ccccc2c1CN1CCN(C)CC1 | -2.7% | -7.2% | 0.1% | -15.2% | 0.9% | -5.1% | 1.3% | -8.0% | i
CC(C)(C)NC(=O)COC(=O)c1ccccc1Oc1ccccc1 | . | -3.9% | 0.0% | . | -2.0% | . | 3.6% | 14.3% | i
CN1CCC(N(C)C(=S)NC(=O)c2cc(-c3cccc(Br)c3)nc3ccccc23)CC1 | 0.1% | 1.7% | 0.9% | 12.7% | 8.7% | -11.5% | 1.9% | 9.2% | i
CCOC(=O)c1ccc(S(=O)(=O)NCCN2CCOCC2)cc1 | -0.7% | -0.8% | -1.1% | -4.6% | -5.1% | -3.6% | -5.7% | -11.8% | i
CSc1nc(N)c(C#N)c(-c2ccc(Cl)cc2)c1C#N | -2.9% | 25.9% | 1.3% | -8.5% | -9.6% | -1.4% | -4.4% | 1.2% | i
O=C(Oc1ccc2c(c1)OCO2)c1ccc(F)cc1Cl | 0.9% | 2.5% | -0.2% | 1.0% | 5.6% | -0.8% | -4.6% | -0.8% | i
CSCCC(NC(N)=O)C(=O)Nc1ccc(F)c(Cl)c1 (stereo unspecified) | . | -6.8% | 0.2% | . | 11.6% | . | -3.0% | 1.8% | i
C=CCNCCOCCOc1ccc(Cl)cc1C(C)(C)C | -0.9% | 5.1% | -1.5% | -18.8% | -1.2% | -4.9% | 3.6% | -5.3% | i
C/C=C/Cn1c(Br)nc2c1c(=O)n(C)c(=O)n2C | 9.2% | 4.5% | 0.0% | 3.5% | 4.7% | -15.2% | -1.9% | -5.0% | i
CCSc1ccc(-c2cccc([N+](=O)[O-])c2)nn1 | -0.8% | 7.3% | -0.5% | -41.1% | 2.3% | -7.5% | -3.6% | 9.2% | i
O=C(c1ccc(S(=O)(=O)N2CCOCC2)cc1)N1CCN(C2=NS(=O)(=O)c3ccccc32)CC1 | -2.1% | 2.5% | 0.5% | 1.5% | 2.9% | 0.4% | -1.0% | -19.9% | i
O=[N+]([O-])c1ccccc1Nc1ccccc1 | 0.5% | -1.8% | 0.4% | -3.7% | 0.3% | -3.9% | 0.7% | -4.4% | i
CC1Cn2c(nnc2-c2cccc(Cl)c2)S1 (stereo unspecified) | -1.3% | -0.6% | -0.3% | -12.8% | 8.1% | -3.4% | 23.4% | 2.6% | i
CCOC(=O)N1CCC(N2Cc3cccc(C(=O)N4CC(C)CC(C)C4)c3C2=O)CC1 (stereo unspecified) | -2.6% | 2.6% | -0.5% | 6.8% | 3.4% | -8.5% | -1.0% | 2.1% | i
CCOC(=O)c1sc(/N=C/N(C)C)c(C(=O)OCC)c1C | -0.9% | 8.2% | 0.6% | -0.4% | 8.7% | -1.5% | 12.9% | 25.5% | i

Screens (PubChem)
